# Screens (PubChem BioAssay)
# Thrombin inh: blocks human thrombin protease activity; P00734; alpha-thrombin, Boc-VPR-AMC fluorogenic substrate cleavage; inhibition, % at 5 µM; 220,000 compounds, 0.26% hits; AID 1046;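 active means inhibition at or above 40%; inactive means inhibition below 40%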;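 further: 0% = enzyme with no compound and 100% = wells without enzyme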
#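 System – human alpha-thrombin · Medium – pH 7.5 Tris (50 mM) with NaCl 150 mM, Tween 20 0.05% · Compound – single-point dosing at 5 µM, 0.2% DMSO · Incubation – enzyme reaction carried out at room temperature · Technique – fluorescence of released AMC, ex 355 nm, em 460 nm · Read-out basis – % inhibition of thrombin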
# TRPML3 agonist: agonists of human TRPML3 channel. HEK293 TRPML3-YFP, Fluo-8 calcium fluorescence; 100% = the carbachol control signal. activation, % at 3 µM. 220,000 compounds, 0.29% hits;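 active means activation above its plate's cutoff, the mean activation of the plate's test wells plus 3 SD, cut at about 12% in these data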;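 further: 0% = DMSO only wells and 100% = carbachol wells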
# Target sequence (Q8TDD5 whole entry, looked up): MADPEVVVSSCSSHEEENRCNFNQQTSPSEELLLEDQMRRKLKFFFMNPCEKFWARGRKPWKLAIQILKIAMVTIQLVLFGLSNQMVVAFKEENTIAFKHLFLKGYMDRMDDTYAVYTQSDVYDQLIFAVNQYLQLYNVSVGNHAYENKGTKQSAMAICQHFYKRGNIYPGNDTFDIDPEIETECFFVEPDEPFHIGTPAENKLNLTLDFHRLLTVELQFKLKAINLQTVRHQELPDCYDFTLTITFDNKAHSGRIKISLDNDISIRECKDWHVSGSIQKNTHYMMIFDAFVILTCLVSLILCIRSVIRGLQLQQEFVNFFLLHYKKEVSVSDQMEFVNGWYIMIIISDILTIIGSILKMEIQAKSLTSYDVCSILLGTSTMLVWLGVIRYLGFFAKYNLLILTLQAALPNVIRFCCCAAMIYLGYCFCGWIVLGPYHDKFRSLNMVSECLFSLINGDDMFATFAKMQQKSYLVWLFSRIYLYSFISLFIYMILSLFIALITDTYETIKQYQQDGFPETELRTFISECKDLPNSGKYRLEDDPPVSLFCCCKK
#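 Test system: HEK293 cells stably carrying human TRPML3-YFP; Doses: single dose, 3 µM final nominal compound, 0.3% DMSO final; Schedule: dye loading 1 h 37 °C then 30 min ambient, 125 s read; Technique: Fluo-8 calcium fluorescence; Benchmarks: high control carbachol 87 µM, low control DMSO.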
# KCC2 mod: modulates chloride dependent transport by human KCC2 | Q9H2X9 | KCC2 cells, thallium flux FluoZin-2 fluorescence | B-score of Tl+ flux slope (higher = more flux/activation; lower = inhibition) at 10 µM | 190,000 compounds, 2.2% hits;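 active means thallium flux slope and its plate-corrected score both differing from the plate sample mean at a set confidence after two filtering rounds, in either direction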;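 further: slope of fluorescence scaled to starting intensity during 10 to 20 s after thallium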
# Furin inh: human furin inhibition; P09958; purified furin, fluorogenic substrate cleavage; inhibition, % at 30 µM; 220,000 compounds, 0.061% hits; AID 463115; in the data active means inhibition above about 25%; further: inactives centre near -15
# m-calpain inh: calpain II (pig) inhibition; purified calpain II, fluorogenic peptide substrate, 30 min; inhibition, % at 16 µM; 220,000 compounds, 0.37% hits; AID 1236;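 active means inhibition above about 50%, limit read from the data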
# EBV gp42 block: EBV gp42 inhibition; Q1HVG2; Fluorescence polarization binding assay, mP read-out; inhibition, % (tested at 21.74 µM); 220,000 compounds, 0.42% hits; AID 1085; in the data active means inhibition above about 50%
# Target sequence (Q1HVG2 whole entry, looked up): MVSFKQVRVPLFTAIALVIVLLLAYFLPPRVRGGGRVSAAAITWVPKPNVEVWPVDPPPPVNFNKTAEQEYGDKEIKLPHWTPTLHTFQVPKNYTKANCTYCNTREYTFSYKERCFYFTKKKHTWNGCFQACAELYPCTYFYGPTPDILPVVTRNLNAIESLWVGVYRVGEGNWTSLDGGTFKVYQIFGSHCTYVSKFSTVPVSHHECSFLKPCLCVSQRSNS
# TbHK1 inh: T. brucei hexokinase 1 inhibition; recombinant TbHK1, G6PDH-coupled NADH A340; inhibition, % at 10 µM; 220,000 compounds, 0.11% hits; AID 1430;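 active means inhibition of 50% or more in the single-dose primary screen; inactive means inhibition below 50%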
# PPC-1+TRAIL kill: PPC-1 cancer cell killing with TRAIL present | PPC-1 cells + TRAIL, ATPLite viability luminescence | cell killing (% activity), % at 4 µM | 220,000 compounds, 0.41% hits | AID 1443;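 active means cell killing above 50% in the first pass at 4 µM, then a duplicate retest at 5 µM averaging 50% or more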;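 further: plate controls were cells with TRAIL plus DMSO for no effect and medium-only wells lacking cells for full effect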
# TRPN1 ag: zebrafish TRPN1 (NompC) channel agonism; HEK293 zebrafish TRPN1-YFP, Fluo-8 calcium fluorescence; 100% = response to 87 µM carbachol; activation, % at 3 µM; 220,000 compounds, 0.18% hits; AID 1424;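 active means activation above its plate's cutoff, the mean activation of test wells on that plate plus 3 SD, cut at about 19% in these data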;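 further: 0% = DMSO alone and 100% = 87 µM carbachol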
#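 Control set: carbachol 87 µM as high control, DMSO as low control; system: HEK293 stable line with zebrafish TRPN1-YFP; read-out: % activation versus carbachol response; detection: intracellular calcium fluorescence with Fluo-8; doses: single test compound dose, 3 µM nominal, 0.3% DMSO; schedule: dye 1 h 37 °C plus 30 min RT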
# Active calls of the source: *; / = not tested or not shown; [ ] = another dose, or the depositor's remark.
# The opening 17 compounds, ahead of the listing:
SMILES,Thrombin inh,TRPML3 agonist,KCC2 mod,Furin inh,m-calpain inh,EBV gp42 block,TbHK1 inh,PPC-1+TRAIL kill,TRPN1 ag
CCOC(=O)C(Cc1ccccc1)NC(C)=O (centres undefined),-3,1.4,0.15,-8[20 µM],-5,0,7,3,0.1
COc1ccc(/C=C(\C#N)C(=O)Nc2cccnc2)cc1,2,-0.1,0.78,14,20,-10,-47,21,-0.2
COC(=O)c1ccc(C(NC(=O)OCc2ccccc2)/C(C)=C/[C@@H](C)C(=O)NCc2ccc(-c3ccccc3)cc2)cc1 (some centres undefined),-3,1.2,-0.78,-10,-21,-9,-8,19,1.1
COC(=O)/C=C1\SC(=NC(=O)c2ccc(C)cc2)NC1=O,5,0.9,1.1,-23,3,4,-24,8,-0.2
Cc1cc(C)c(O)c(-c2cc(C(=O)NCc3ccccc3)[nH]n2)c1,-8,-0.6,-0.27,-22[20 µM],46,4,-5,4,-0.5
Cc1ccc(CN2CCN(/N=C/c3ccc(C)s3)CC2)cc1,-10,0.0,-0.61,-8,32,-13,11,-8,-0.5
CC1CCCCN1C(=O)c1ccc(C(=O)N2CCCCC2C)cc1 (centres undefined),5,0.6,/,-21,-20,-19,-2,6,2.4
CCOC(=O)c1ccc(NC(=O)Nc2ccc3c4c(cccc24)C(=O)N3CC)cc1,5,-0.1,0.55,-13,-3,-58,32,4,1.4
CC(/C=N/n1c(-c2ccco2)n[nH]c1=S)=C\c1ccco1,-1,0.2,4.7*,-2,-3,-15,-36,26,-0.4
CCCc1nc2sc3c(c2c(=O)n1NC(=O)CCC(=O)OC)CCCC3,-4,0.1,-0.61,1,-19,-5,1,5,-0.4
CCN(CC)c1nc(-c2ccccc2)cc(C(F)(F)F)c1C#N,-2,0.5,/,-2[20 µM],-28,-3,7,2,-0.3
CN1CCN(NC(=S)NC2CCCC2)CC1,-3,1.4,0.22,-16,16,-9,5,-8,-0.1
C/C(=N\NC(=O)Cn1nc(C)c([N+](=O)[O-])c1C)c1ccc(Cl)s1,4,0.7,0.7,-18,12,-7,-11,15,2.5
N#Cc1ccc(/C=N/N=C(N)N)cc1,-4,0.6,-0.97,1[20 µM],-11,-31,-18,15,-0.1
COc1cc2cc(C)nc(Cc3cccc4ccccc34)c2cc1OC,-11,-0.3,-0.95,-9,-17,1,-15,-13,0.1
COC(=O)c1c(NC(=O)CN2CCN(c3ccccc3Cl)CC2)sc(C)c1C,-4,0.4,-1.1,-19,19,0,-4,12,-0.5
CCN(CC(=O)NC)S(=O)(=O)c1ccc(Br)cc1,2,0.7,/,-5[20 µM],12,-11,7,-5,1.7

# The list itself (from the top)
SMILES,Thrombin inh,TRPML3 agonist,KCC2 mod,Furin inh,m-calpain inh,EBV gp42 block,TbHK1 inh,PPC-1+TRAIL kill,TRPN1 ag
CCOC(=O)C(Cc1ccccc1)NC(C)=O (centres undefined),-3,1.4,0.15,-8[20 µM],-5,0,7,3,0.1
COc1ccc(/C=C(\C#N)C(=O)Nc2cccnc2)cc1,2,-0.1,0.78,14,20,-10,-47,21,-0.2
COC(=O)c1ccc(C(NC(=O)OCc2ccccc2)/C(C)=C/[C@@H](C)C(=O)NCc2ccc(-c3ccccc3)cc2)cc1 (some centres undefined),-3,1.2,-0.78,-10,-21,-9,-8,19,1.1
COC(=O)/C=C1\SC(=NC(=O)c2ccc(C)cc2)NC1=O,5,0.9,1.1,-23,3,4,-24,8,-0.2
Cc1cc(C)c(O)c(-c2cc(C(=O)NCc3ccccc3)[nH]n2)c1,-8,-0.6,-0.27,-22[20 µM],46,4,-5,4,-0.5
Cc1ccc(CN2CCN(/N=C/c3ccc(C)s3)CC2)cc1,-10,0.0,-0.61,-8,32,-13,11,-8,-0.5
CC1CCCCN1C(=O)c1ccc(C(=O)N2CCCCC2C)cc1 (centres undefined),5,0.6,/,-21,-20,-19,-2,6,2.4
CCOC(=O)c1ccc(NC(=O)Nc2ccc3c4c(cccc24)C(=O)N3CC)cc1,5,-0.1,0.55,-13,-3,-58,32,4,1.4
CC(/C=N/n1c(-c2ccco2)n[nH]c1=S)=C\c1ccco1,-1,0.2,4.7*,-2,-3,-15,-36,26,-0.4
CCCc1nc2sc3c(c2c(=O)n1NC(=O)CCC(=O)OC)CCCC3,-4,0.1,-0.61,1,-19,-5,1,5,-0.4
CCN(CC)c1nc(-c2ccccc2)cc(C(F)(F)F)c1C#N,-2,0.5,/,-2[20 µM],-28,-3,7,2,-0.3
CN1CCN(NC(=S)NC2CCCC2)CC1,-3,1.4,0.22,-16,16,-9,5,-8,-0.1
C/C(=N\NC(=O)Cn1nc(C)c([N+](=O)[O-])c1C)c1ccc(Cl)s1,4,0.7,0.7,-18,12,-7,-11,15,2.5
N#Cc1ccc(/C=N/N=C(N)N)cc1,-4,0.6,-0.97,1[20 µM],-11,-31,-18,15,-0.1
COc1cc2cc(C)nc(Cc3cccc4ccccc34)c2cc1OC,-11,-0.3,-0.95,-9,-17,1,-15,-13,0.1
COC(=O)c1c(NC(=O)CN2CCN(c3ccccc3Cl)CC2)sc(C)c1C,-4,0.4,-1.1,-19,19,0,-4,12,-0.5
CCN(CC(=O)NC)S(=O)(=O)c1ccc(Br)cc1,2,0.7,/,-5[20 µM],12,-11,7,-5,1.7
CCOC(=O)Nc1nc(C)c(C(=O)N(C)C)s1,3,-0.2,-0.42,-13[20 µM],-37,-28,1,9,1.5
Cc1cc(C)cc(OCC(=O)N(Cc2ccc(N(C)C)cc2)C2CCS(=O)(=O)C2)c1 (centres undefined),-11,-1.2,-1.9,-21,7,-17,-4,6,-2.5
COc1ccccc1NC(=S)NC(NC(C)=O)C(Cl)(Cl)Cl (centres undefined),-5,0.6,0.88,-15,-9,-10,-3,2,1.1
Cc1nn(CCCNC(=O)C2CCCO2)cc1Br (centres undefined),-3,-0.2,-0.44,-21[20 µM],0,1,-2,4,0.6
C=CCn1c(SCC(=O)Nc2c(C)nn(Cc3ccccc3)c2C)nnc1C(O)c1ccccc1 (centres undefined),-4,0.3,/,-15[20 µM],-2,-9,-3,3,-1.8
COc1ccc(CC(=O)Nc2nnc(C(C)C)s2)cc1OC,-4,-0.5,0.26,-28,-40,-16,-3,/,0.8
COc1ccc(-c2csc(N3CCC(c4ccccc4)C3)n2)cc1 (centres undefined),-8,0.3,0.15,-25,30,3,4,20,-0.5

# Reprinted at random: 2 entries already listed.
SMILES,Thrombin inh,TRPML3 agonist,KCC2 mod,Furin inh,m-calpain inh,EBV gp42 block,TbHK1 inh,PPC-1+TRAIL kill,TRPN1 ag
COc1cc2cc(C)nc(Cc3cccc4ccccc34)c2cc1OC,-11,-0.3,-0.95,-9,-17,1,-15,-13,0.1
COc1ccc(-c2csc(N3CCC(c4ccccc4)C3)n2)cc1 (centres undefined),-8,0.3,0.15,-25,30,3,4,20,-0.5

# Continuation.
SMILES,Thrombin inh,TRPML3 agonist,KCC2 mod,Furin inh,m-calpain inh,EBV gp42 block,TbHK1 inh,PPC-1+TRAIL kill,TRPN1 ag
O=C(C1CCCN(S(=O)(=O)c2cccnc2)C1)N1CCn2c1nc1ccccc12 (centres undefined),-10,1.5,-0.32,-16,-40,-28,-2,42,0.6
O=S(=O)(c1cccc2cccc(Cl)c12)N1CCCC1,-3,0.8,0.45,-27,13,-19,1,25,-2.3
CCCN1C(=O)C(NC(C)=O)c2cc(OC)ccc21 (centres undefined),-6,0.4,0.58,-17,-19,2,5,21,0.1
Nc1ccc(C23CC4CC(CC(CO)(C4)C2)C3)cc1,-14,0.4,-1.2,-34[20 µM],-39,-9,-4,18,0.9
Cc1cc(NC(=O)CSc2nnc(C(C)N(C)C)n2Cc2ccccc2)no1 (centres undefined),4,0.3,-1.4,-11,-46,-12,-1,7,0.2
O=C(Nc1ccc(NC(=O)C23CC4CC(CC(C4)C2)C3)cn1)c1ccco1,-1,0.6,0.86,-23,-7,-18,5,-4,0.8
COc1cc(NC(=O)CCN2CCN(c3ccccc3F)CC2)cc(OC)c1,-2,0.0,-0.66,-29,-13,-1,-4,5,-0.9
Fc1ccc(-c2nnc(SCc3ncc(-c4ccccc4)o3)n2CC2CCCO2)cc1 (centres undefined),-5,-0.7,/,-22,1,-10,-5,7,-1.3
COc1ccc(N2CCN(C(=O)CCS(=O)(=O)c3ccc(OC)cc3)CC2)cc1,3,1.3,-0.0024,-26,-12,-4,-5,-15,0.7
O=C(O)c1cc(-c2cccs2)nn1-c1ccccc1,-3,0.6,-0.51,-29,-17,5,-5,16,-0.3
COc1ccc(-c2[nH]ncc2CNC(C)CCn2cccn2)cc1F (centres undefined),-11,0.4,0.17,-14,-5,1,-9,7,1.2
O=C(NCCC1=CCCCC1)c1ccc(CN2CCOCC2)cc1,5,0.3,-0.35,-26[20 µM],-8,-1,-3,20,0.7
CN1C(N)=NC(=O)/C1=C/c1ccc(F)cc1,-2,-0.7,0.64,3,5,-19,-45,-5,-0.3
COc1ccc(NC(=O)CN(c2cc(C)cc(C)c2)S(=O)(=O)c2c(C)n[nH]c2C)cc1,-3,-0.8,-0.49,-20,1,-6,-5,26,-0.5
Cc1cccc2cc(COC(=O)C3CCCO3)c(=O)[nH]c12 (centres undefined),5,0.6,/,-15,-14,-12,-21,14,2.6
CC(=O)Nc1cc(-c2ccc(F)cc2)[nH]n1,-9,-0.1,-0.0094,-5,-2,-14,-9,24,-0.8
CCn1c(=O)c([N+](=O)[O-])c(N2CCSCC2)c2ccccc21,-2,-0.5,-2.3,0,7,-15,-22,-6,0.8
Cc1ccc(-c2nnn(CC(=O)N(Cc3cccs3)C(C(=O)NC3CCCC3)c3ccco3)n2)o1 (centres undefined),-2,-0.5,0.73,-5,-25,-12,6,-16,0.1
CC1Cc2ccccc2N1Cc1nc2cc(C(F)(F)F)ccc2c(=O)[nH]1 (centres undefined),-2,-0.4,3,-19[20 µM],7,-12,-1,29,-0.1
Cc1cc(-c2ccccc2)[nH]c(=O)c1S(=O)(=O)c1ccc(Cl)cc1,3,0.3,/,-36[20 µM],-432,-14,-12,16,-0.8
Cc1ccc(-c2nn(-c3ccccc3)cc2/C=C(\C#N)c2cccc(C#N)c2)o1,-3,-0.5,/,-30[20 µM],-206,-1,-7,7,-0.2
CCSc1nnc(Cc2cc(=O)[nH]c(=O)[nH]2)n1-c1ccc(Cl)cc1,-2,/,0.53,-39,-11,-21,-7,21,/
Cc1ccccc1OCC(=O)NC(=S)Nc1ccc(N2CCCC2)cc1,-9,-1.2,-0.13,-15,-33,-17,-8,17,1.1
COc1ccc(CCNc2ncnc3sccc23)cc1OC,-14,6.0,-0.0018,-19,-38,-7,1,15,10
Cc1ccc(C)c(C(C)NC(=O)c2ccc(Br)o2)c1 (centres undefined),-1,-0.1,-1.1,-22,-7,-12,-3,-3,-1.1
O=C(O)C1=C[C@@H](c2ccccc2)C[C@@H](OCc2ccc(CO)cc2)O1,-7,0.1,-0.37,-1,13,-13,-13,14,-2.4
CCc1cccc(CC)c1N(COC)C(=O)Cn1c(C(C)O)nc2ccccc21 (centres undefined),2,0.5,-0.6,-24,-4,-19,5,5,0.7
